# Efflux pump mplx: blocks antifungal efflux pumps in multiplex yeast assay. hit rate 0.44% among 330,000. inhibition, % at 10 µM. S. cerevisiae Candida pump triplex, Nile Red efflux;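 active = plate passing quality check with inhibition over a set limit, or well fluorescence over plate mean plus 4 SD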;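 note: Nile Red retained in pooled yeast measured as flow cytometry median fluorescence; 0% = buffer negative control and 100% = Enniatin B positive control; higher means more Nile Red kept so more efflux inhibition; some compounds called inactive have numbers as strong as hits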
# AGP1 TOR yeast: alters AGP1-GFP fluorescence in TOR pathway yeast screen; hit rate 0.02% among 320,000; GFP response vs DMSO, % at 10 µM; AID 2066; S. cerevisiae AGP1-GFP multiplex flow cytometry, 3 h; GFP as percent of DMSO wells;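 active = GFP response relative to DMSO above a set limit, near screen average plus 3 SD, cut at about 150% in these data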;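 note: median GFP channel fluorescence of the gated AGP1 strain per well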
# CR mimetic SO: yeast age-related superoxide inhibition as caloric restriction mimetic; AID 2690; hit rate 0.18% among 330,000; S. cerevisiae aged cells, superoxide DHE fluorescence; hits give low values; superoxide response (% of plate mean), % at 10 µM;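 active = superoxide response under a set limit, about three screen SD below normal, cut at about 65% in these data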;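 note: yeast aged for seven days with compound at 30 °C before DHE staining; 100% = average MFI of all compound-treated wells on the plate with controls excluded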
# LAP4-GFP MLPCN: alters LAP4-GFP fluorescence in TOR pathway yeast screen | GFP response vs DMSO, % at 10 µM | S. cerevisiae LAP4-GFP multiplex, flow cytometry GFP, 3 h; median GFP as percent of DMSO wells | AID 2023 | hit rate 0.34% among 320,000;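 active = GFP response vs DMSO above a set limit, about the screen mean plus 3 SD, cut at about 150% in these data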
# RPL19A-GFP yeast: alters RPL19A-GFP fluorescence in TOR pathway yeast screen | S. cerevisiae RPL19A-GFP strain, flow cytometry, 3 h; hits give low values | percent response vs DMSO, % at 10 µM | hit rate 0.3% among 330,000;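 active = percent response vs DMSO below 50%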;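 note: median channel GFP fluorescence of the barcoded RPL19A-GFP strain; ratio of sample median GFP to plate DMSO average so 100% = DMSO; lower means less RPL19A-GFP as with rapamycin TOR inhibition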
# MEP2 TOR yeast: modulators of TOR pathway MEP2-GFP in S. cerevisiae; S. cerevisiae MEP2-GFP strain, flow cytometry GFP, 3 h; 100% = DMSO control level; GFP response vs DMSO, % at 10 µM; hit rate 0.51% among 330,000; AID 2016;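 active = GFP response versus DMSO above a set limit, roughly screen mean plus 3 SD, cut at about 180% in these data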;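 note: median GFP fluorescence of the barcode-gated MEP2-GFP cells per well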
# CIT2-GFP yeast: yeast TOR pathway CIT2-GFP modulation | S. cerevisiae CIT2-GFP strain, flow cytometry, 3 h; 100 means same as DMSO wells | AID 2029 | hit rate 0.065% among 320,000 | GFP response vs DMSO, % at 10 µM;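 active = GFP response relative to DMSO above a set limit, near the screen mean plus 3 SD, cut at about 150% in these data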;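 note: ratio of well median GFP fluorescence to mean of DMSO wells on the plate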
# AHR act: human AHR activation | AHR-responsive luciferase reporter cells, luminescence | activation, % at 5 µM | hit rate 2.5% among 320,000 | P35869; in the data active = activation above about 47%;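 note: 0% = vehicle wells and 100% = reference agonist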
# Target sequence (P35869 whole entry, looked up): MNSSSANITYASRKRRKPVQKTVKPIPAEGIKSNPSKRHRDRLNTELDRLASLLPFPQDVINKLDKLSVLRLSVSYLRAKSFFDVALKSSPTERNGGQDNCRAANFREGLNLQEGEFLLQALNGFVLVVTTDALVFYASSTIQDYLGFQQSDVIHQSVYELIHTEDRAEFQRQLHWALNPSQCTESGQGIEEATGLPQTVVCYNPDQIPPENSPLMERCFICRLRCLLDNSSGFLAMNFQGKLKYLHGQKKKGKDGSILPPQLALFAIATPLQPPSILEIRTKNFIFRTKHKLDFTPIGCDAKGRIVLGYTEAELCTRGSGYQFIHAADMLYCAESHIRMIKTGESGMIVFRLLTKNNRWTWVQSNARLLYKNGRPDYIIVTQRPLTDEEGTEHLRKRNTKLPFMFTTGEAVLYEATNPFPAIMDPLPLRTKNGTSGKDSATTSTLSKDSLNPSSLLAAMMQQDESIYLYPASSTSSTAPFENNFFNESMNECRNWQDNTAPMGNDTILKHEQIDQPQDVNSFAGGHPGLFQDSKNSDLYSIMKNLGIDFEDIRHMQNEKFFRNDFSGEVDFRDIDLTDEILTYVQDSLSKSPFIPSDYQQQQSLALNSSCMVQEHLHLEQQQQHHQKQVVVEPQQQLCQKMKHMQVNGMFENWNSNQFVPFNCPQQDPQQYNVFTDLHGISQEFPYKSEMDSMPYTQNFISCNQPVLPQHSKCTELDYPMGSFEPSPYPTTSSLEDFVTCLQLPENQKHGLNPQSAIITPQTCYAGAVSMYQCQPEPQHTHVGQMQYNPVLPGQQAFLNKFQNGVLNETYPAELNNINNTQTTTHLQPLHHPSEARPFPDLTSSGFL
# The depositor's hits bear a star; nt = no result given.
Compound	RPL19A-GFP yeast	MEP2 TOR yeast	AHR act	CIT2-GFP yeast	AGP1 TOR yeast	LAP4-GFP MLPCN	Efflux pump mplx	CR mimetic SO
CCc1ccc(NC(=O)COn2nnc3ccc(S(=O)(=O)N(C)C)cc32)cc1	99.8	103.2	34.7	96.6	101.7	100.2	0.2	102.5
COC(=O)c1cc(NC(=O)COC(=O)C2COc3ccccc3O2)cc(C(=O)OC)c1 (configuration not stated)	103.1	102.5	-0.1	100.1	100.6	106.4	0.0	127.7
C=CCn1c(CCNC(=O)c2cccs2)nnc1SCC(=O)Nc1cccc(C(C)=O)c1	89.4	86.5	2.2	85.1	nt	83.8	-0.4	92.4
Cc1c(Cl)c([N+](=O)[O-])nn1CCCC(=O)Nc1cccnc1	94.8	100.0	18.0	100.5	93.5	90.4	-0.1	100.0
COc1ccccc1CN(CC(=O)NCc1ccco1)C(=O)CNS(=O)(=O)c1ccc(C)cc1	95.3	95.7	-2.6	91.0	93.2	89.2	0.1	88.6
CC1(C)NC(=O)N(CCCOc2ccc(Br)cc2Cl)C1=O	99.8	101.4	9.8	102.7	96.5	104.0	-0.3	121.9
CC(C)C(=O)N1CCN(c2cc(N3CCN(C)CC3)c(F)cc2[N+](=O)[O-])CC1	94.5	112.9	4.1	101.4	95.2	108.2	-0.2	98.3
Cc1ccc(S(=O)(=O)Nc2ccc(=O)n(Cc3ccc(Cl)c(Cl)c3)c2)cc1	100.4	101.9	8.7	100.3	100.9	107.7	0.0	105.9
O=C(NNS(=O)(=O)c1ccc(Cl)cc1)c1cccs1	86.2	85.7	-1.5	82.0	90.9	102.0	0.0	98.1
Cc1cccc(NC(=S)NNC(=O)CCn2cc(C)cn2)c1	100.2	93.9	0.3	101.3	101.3	92.1	-0.3	86.0
COc1ccccc1N(C)S(=O)(=O)c1ccc(C(=O)OCC(=O)N2CCC2)cc1	90.9	83.4	0.6	97.1	96.6	91.9	-0.2	97.7
CCc1nnc(NC(=O)CCN(c2cc(C)cc(C)c2)S(=O)(=O)c2ccc(Cl)cc2)s1	99.6	93.7	1.9	92.2	99.2	96.8	0.4	118.7
COc1cc(C(C)=O)ccc1OCC(=O)c1cc(C)n(C2CC2)c1C	99.0	98.6	5.0	nt	103.2	99.1	0.0	93.7
COc1ccc2oc(C(=O)NNC(=O)c3ccc(F)cc3)c(C)c2c1	100.7	113.8	-2.3	90.5	99.2	109.3	-0.1	105.0
C(#Cc1ccccc1)C[N+]1(CC#Cc2ccccc2)CCCCC1	96.1	100.3	-1.0	98.5	95.4	98.2	0.2	92.6
Cc1nc(NC(=O)c2ccccc2)sc1-c1csc(Nc2ccc(F)cc2)n1	101.8	101.4	23.3	99.2	102.8	97.8	0.1	106.2
CCOC(=O)N1CCC(N(C(=O)Nc2ccccc2)C(C)CC)CC1 (configuration not stated)	95.3	98.2	1.4	103.7	100.8	103.7	-0.1	101.2
COc1ccc(-n2c(Cc3cccs3)nnc2SCC(=O)Nc2ccc3c(c2)OCCO3)cc1	106.0	100.7	-1.4	95.7	105.2	102.9	0.0	131.9
C=CCN1C(=O)C2(c3ccccc31)C1CCCC=C1C(C#N)=C(N)C2(C#N)C#N (configuration not stated)	96.7	88.2	7.6	nt	88.6	90.8	0.1	110.8
COc1ccc(C(=O)CCN2CCC(C)CC2)cc1	101.6	105.6	3.1	102.7	98.2	86.9	0.0	89.2
O=c1c2ccccc2ncn1-c1ccc2c(c1)OCCO2	105.5	107.7	2.2	107.7	107.6	102.7	-0.1	86.8
CCOC(=O)CSc1nc(C)cc(Oc2ccc(=O)n(C)n2)n1	102.0	97.1	-0.4	96.1	100.9	101.3	0.2	98.5
COc1ccc(S(=O)(=O)NCCC(C)C)cc1OC	105.3	110.9	1.4	106.7	115.1	101.0	0.0	100.6
Cc1ccc(S(=O)(=O)/N=C(/c2ccccc2)N2CCOCC2)c(C)c1	94.9	100.3	0.0	94.3	98.3	101.0	-0.1	96.7
CC(=NNC(=O)c1cccc(S(=O)(=O)N2CCOCC2)c1)c1ccccc1	111.5	105.8	5.2	107.2	111.5	117.8	-0.2	114.3
Cc1cc(C)c2[nH]c(=O)c(CN(CC3CCCO3)S(=O)(=O)c3ccc4c(c3)OCCO4)cc2c1 (configuration not stated)	96.2	95.4	25.0	93.5	97.0	98.2	0.1	114.3
COc1ccccc1OCC(=O)Sc1ccc(C)cc1	92.6	97.1	-1.4	93.1	98.0	158.9*	0.0	92.6
Nc1ccc(-c2nc3c(Cl)c(N)ccc3[nH]2)cc1	104.1	107.1	59.9*	107.3	112.0	115.5	-0.1	117.9
Cc1cc(C)n(CCCNC(=O)c2ccc(S(=O)(=O)NCc3ccco3)cc2)n1	99.5	118.6	0.7	99.0	104.6	105.3	0.0	92.8
c1ccc2c(SCc3cn4cccnc4n3)ncnc2c1	101.1	103.3	12.5	103.3	105.5	105.5	0.0	99.0
CC(C)(C)OC(=O)C[C@H]1C/C=C\C[C@H](CC(=O)N(CCO)Cc2ccccc2)C(=O)N[C@@H](c2ccccc2)COC1=O	102.0	92.0	1.5	85.6	95.3	85.2	0.4	110.4
COc1cc(/C=C2\C(=N)N3N=CSC3=NC2=O)ccc1OS(=O)(=O)c1ccccc1	113.0	101.0	nt	100.2	92.1	67.1	-0.1	85.7
Clc1ccccc1-c1nnn(Cc2ccc(-c3nn[nH]n3)cc2)n1	110.0	100.1	1.1	96.0	nt	108.0	0.2	114.8
CCNC(=O)COc1ncnc2scc(-c3ccc(F)cc3)c12	101.5	102.9	2.1	101.0	105.5	99.0	0.1	96.2
Cc1ccc([N+](=O)[O-])c2c1C(N1CCCCC1)C(C)(C)O2 (configuration not stated)	99.9	105.9	2.9	105.3	99.9	94.9	0.1	87.6
CCCNC(=O)c1ccccc1NC(=O)c1ccc(CSc2ccccc2)cc1	99.4	108.1	3.1	101.3	96.1	99.5	-0.1	104.3
CCOc1ccc(NC(=S)N(Cc2ccc(N(C)C)cc2)Cc2ccco2)cc1	97.7	98.0	2.8	85.7	93.7	107.8	0.3	105.7
COc1ccc(CC(=O)NNC(=S)Nc2ccccc2)cc1Cl	106.3	104.3	0.4	97.7	104.4	99.4	-0.1	103.7
CCn1c(COc2ccc(Cl)cc2)nnc1SCC(=O)Nc1ccc2c(c1)OCCO2	96.8	99.5	10.6	95.4	103.5	99.4	0.0	86.6
O=C(CSc1ccc(F)cc1)Nc1ccc(Br)cc1	95.6	94.2	-0.5	75.2	88.9	112.8	0.2	105.3
CC(Sc1nc2ccccc2c(=O)n1C)C(=O)N(C)C1CCCCC1 (configuration not stated)	88.2	91.9	-3.4	87.4	91.5	91.0	0.0	77.6
O=C(NCc1ccco1)c1nc2c(nnn2Cc2ccccc2Cl)c(=O)[nH]1	104.2	107.3	-2.9	101.6	111.7	100.5	-0.1	91.0
COc1cccc(/C=N/Nc2nc(N3CCCC3)nc(N3CCCC3)n2)c1O	97.2	98.8	18.4	85.8	93.9	107.2	0.1	104.1
COc1cc(/C=C2/SC(=S)N(CC(=O)Nc3cccnc3)C2=O)cc(OC)c1OC	99.8	102.3	51.5*	97.5	94.9	94.4	0.2	92.3
CCOc1ccccc1CNS(=O)(=O)c1cc(-c2cc(C)no2)ccc1OC	95.8	93.5	6.5	91.1	103.5	98.9	-0.1	89.5
CC(C)(C)C(=O)NC1CC2CCCC(C1)N2C(=O)Nc1ccccc1F (configuration not stated)	101.8	100.0	-1.4	103.2	98.7	87.2	-0.1	103.1
COc1ccc(CNC(=O)CCn2nc(C)c3c(C)n(-c4ccccc4)nc3c2=O)c(OC)c1	100.4	100.1	-0.9	107.7	108.0	106.2	-0.1	96.6
O=C(C[n+]1ccccc1)NNc1ccccc1	110.1	112.2	6.3	113.9	106.9	93.1	0.1	93.4
CC(C)n1c(SCC(=O)Nc2nc3ccccc3s2)nc2c1c(=O)n(C)c(=O)n2C	91.1	94.8	5.5	90.4	92.2	89.7	0.1	95.6
Cc1cccc(C)c1NC(=S)N(Cc1ccco1)C1CCN(C(C)C)CC1	98.3	102.4	-3.5	93.3	99.6	100.8	0.0	98.6
COC(=O)c1ccc(NC(=O)C23CCC(C)(C(=O)O2)C3(C)C)cc1 (configuration not stated)	96.6	95.2	0.2	96.0	107.9	150.3*	0.0	88.1
Cc1ccc(C2/C(=C(\O)c3ccc4c(c3)OCCO4)C(=O)C(=O)N2CC2CCCO2)cc1 (configuration not stated)	111.9	100.0	nt	97.8	94.0	69.5	-0.1	78.2
CCc1c(C)[nH]n(-c2nc(-c3ccccc3)cs2)c1=O	101.4	103.0	9.2	94.8	99.7	95.5	0.3	89.3
CC(C)(C)N(Cc1ccccc1)C(=O)COC(=O)c1ccc2ccccc2n1	93.1	97.2	6.3	96.6	98.0	97.1	0.1	99.8
COc1ccccc1C(=O)Nc1cc2cc(Cl)ccc2oc1=O	100.5	108.4	28.4	91.7	103.2	112.7	0.0	100.5
COc1ccc(N2CCN(C(=O)c3ccc4c(=O)n(Cc5ccc6c(c5)OCO6)c(=O)[nH]c4c3)CC2)cc1	101.0	102.7	-1.2	100.6	98.4	100.2	0.0	79.4
Cn1ncc(Cl)c1C(=O)Nc1ccc(Cl)cn1	103.0	100.8	143.4*	110.7	102.8	89.3	0.1	122.6
Cc1ccc(NC2Nc3cc(C)nn3S2)c(C)c1 (configuration not stated)	96.8	105.0	7.9	104.7	106.7	104.4	0.0	85.8
CC(=O)c1[nH]c(C)c(C(=O)N2CCCC(Nc3cccc(F)c3)C2)c1C (configuration not stated)	101.2	100.4	2.9	104.4	102.5	93.6	3.0	96.5
NC(=O)CC(NC(=O)c1ccccc1)c1ccc(N2CCC(Br)CC2)c([N+](=O)[O-])c1 (configuration not stated)	104.8	97.3	1.8	79.1	92.2	105.5	0.0	89.7

# Random excerpt: two entries already listed, in no set order.
Compound	RPL19A-GFP yeast	MEP2 TOR yeast	AHR act	CIT2-GFP yeast	AGP1 TOR yeast	LAP4-GFP MLPCN	Efflux pump mplx	CR mimetic SO
O=C(NNS(=O)(=O)c1ccc(Cl)cc1)c1cccs1	86.2	85.7	-1.5	82.0	90.9	102.0	0.0	98.1
CCc1ccc(NC(=O)COn2nnc3ccc(S(=O)(=O)N(C)C)cc32)cc1	99.8	103.2	34.7	96.6	101.7	100.2	0.2	102.5

# Further results
Compound	RPL19A-GFP yeast	MEP2 TOR yeast	AHR act	CIT2-GFP yeast	AGP1 TOR yeast	LAP4-GFP MLPCN	Efflux pump mplx	CR mimetic SO
Nc1nc(CSc2ncn[nH]2)nc(Nc2ccc(F)cc2)n1	101.7	100.2	27.4	100.5	94.5	93.8	0.2	132.2
O=C(c1ccco1)N(CCO)Cc1cc2cc3c(cc2[nH]c1=O)OCO3	87.8	93.2	5.7	91.3	89.6	90.3	-0.1	91.2
O=C(Cc1c(O)c2ccccc2[nH]c1=O)NC1CCCCCCC1	103.1	105.1	8.7	95.2	101.3	104.7	-0.3	89.0
Cc1ccc(OCc2nnc(SCC(=O)O)n2-c2ccccc2)cc1	91.7	92.4	0.8	103.1	110.1	98.1	-0.1	104.4
Cc1cc(C(=O)NC2CC(C)(C)Cc3c2cnn3-c2ccc(F)cc2)no1 (configuration not stated)	82.1	93.5	3.8	93.6	99.7	94.7	0.0	93.8
Cc1nn(CC(=O)Nc2cccc(S(N)(=O)=O)c2)c(C)c1[N+](=O)[O-]	104.9	120.7	4.1	106.9	100.9	104.1	0.1	93.9
CN(C)CCCNC1=CC(=O)CC(c2ccccc2)C1 (configuration not stated)	98.9	99.3	0.4	98.4	92.8	96.5	0.0	102.2

# Compound activity from PubChem.
